Bioassay records as filed in PubChem BioAssay.
NCOA1 inh: SRC1 coactivator transcriptional activity inhibitors, primary screen, cell-based, luminescence; HEK293 GAL4-SRC1 luciferase reporter; inhibition, % at 3.6 µM; 0.12% of 360,000 active; AID 588354, 2011;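 active means inhibition above the campaign mean plus 3 SD, with each screening campaign given its own cutoff, cut at about 60% in these data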;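 further: 0% = DMSO treated cells and 100% = gossypol at 36 µM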
LMP1 NFkB inh: EBV LMP1-driven NF-kappaB luciferase reporter inhibitors, primary screen, cell-based, luminescence, single point; LMP1-induced NF-kappaB luciferase reporter cells; inhibition, % at 12.5 µM; 0.69% of 350,000 active; AID 504558, 2011; in the data active means inhibition above about 41%;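 further: 0% = neutral control wells and 100% = reference inhibitor control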
MC4R ag barr: MC4R agonists recruiting beta-arrestin, primary screen, cell-based, luminescence, agonist arm of biased-ligand search; Melanocortin receptor 4 (Homo sapiens), P32245; U2OS MC4R beta-arrestin complementation; percent of melanotan II response, DMSO zero; activation, % at 8.9 µM; 0.98% of 360,000 active;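 active means activation above a per-plate cutoff, the mean activation of sample wells on that plate plus 3 SD, cut at about 8% in these data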
ABHD5-PLIN5 inh: ABHD5-PLIN5 interaction inhibitors, primary screen, cell lysate, split luciferase complementation, luminescence | Split G. princeps luciferase complementation, 4 h | inhibition, % at 4 µM | 0.78% of 360,000 active;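 active means inhibition above the mean inhibition across every tested compound plus 3 SD, cut at about 22% in these data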;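 further: 0% = DMSO only wells and the 100% control is not disclosed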
SRC2 inh: inhibition of GAL4-SRC2 driven luciferase reporter, primary screen, SRC2 inhibitor project, cell-based, luminescence; HEK293 GAL4-SRC2 luciferase reporter; inhibition, % at 9 µM; 0.17% of 370,000 active; AID 651957, 2012;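 active means inhibition above the mean inhibition of all tested compounds plus 3 SD, set per campaign, cut at about 52% in these data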;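 further: 0% = DMSO treated cells and 100% = cells given Gossypol at 36 µM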
TLR9-MyD88 inh: inhibitors of TLR9-MyD88 association in cells, primary screen, cell-based, CHO, BLA complementation, fluorescence; Toll-like receptor 9 (Homo sapiens) + Myeloid differentiation primary response protein …; CCF4 FRET ratio; 0.21% of 340,000 active; inhibition, % at 4.98 µM;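 active means inhibition above the mean over all tested compounds plus 3 SD, cut at about 21% in these data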;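 further: 0% = DMSO only wells and 100% = clavulanate BLA inhibitor control wells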
SRC3 inh: SRC3 coactivator transcriptional activity inhibitors, primary screen, cell-based, luminescence | HEK293 GAL4-SRC3 luciferase reporter | Nuclear receptor coactivator 3 (Homo sapiens), Q9Y6Q9 | inhibition, % at 3.6 µM | 0.17% of 360,000 active;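 active means inhibition above a per-campaign cutoff, the mean of all compounds plus 3 SD, cut at about 60% in these data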;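 further: 0% = DMSO-treated cells and 100% = gossypol-treated cells at 36 µM; higher means less SRC3-driven luciferase light from the GAL4 reporter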
NR5A2 inv ag: LRH-1 (NR5A2) inverse agonists, primary screen, cell-based, luminescence, HEK293T, StAR-luciferase reporter. inhibition, % at 3.6 µM. 0.13% of 360,000 active. LRH-1 transfected, 24 h. AID 602396, 2012;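 active means inhibition above the mean inhibition of all tested compounds plus 3 SD, cut at about 73% in these data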;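 further: 0% = DMSO wells and 100% = reporter-only cells lacking LRH-1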
NOD2-RIPK2 inh: NOD2-RIPK2 binding disruptors in cells, primary screen, fluorescence, CHO cells, BLA complementation. inhibition, % at 4.98 µM. AID 624267, 2012. 0.38% of 360,000 active. CCF4 ratio; in the data active means inhibition above about 21%;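 further: 0% = vehicle only and 100% = reference blocker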
NR2F2 inh: NR2F2 transcriptional activity inhibitors, primary screen, cell-based, luciferase reporter, HEK293T, luminescence; inhibition, % at 8.6 µM; HEK293T NGFI-A luciferase reporter; 0.7% of 370,000 active;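 active means inhibition above a per-plate cutoff, mean inhibition of test wells between control levels plus 3 SD, cut at about 38% in these data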;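 further: cells cotransfected with COUP-TFII expression vector driving the NGFI-A reporter; 0% = median of COUP-TF2 test wells and 100% = reporter-only cells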
MC4R antag cAMP: MC4R antagonists of cAMP signaling, primary screen, cell-based, TR-FRET, antagonist arm of biased-ligand search; inhibition, % at 6.5 µM; MC4R-expressing cells, MTII-stimulated cAMP, LANCE TR-FRET; Melanocortin receptor 4 (Homo sapiens), P32245; AID 540295, 2011; 0.48% of 360,000 active;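 active means inhibition above its plate's cutoff, the mean of tested wells on that plate plus 3 SD, cut at about 29% in these data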;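 further: 0% = Melanotan II alone and 100% = Melanotan II plus saturating MCL0020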
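Assay system: U2OS-MC4R stable cell line; Also added: Melanotan II; Technique: Eu-cAMP/anti-cAMP TR-FRET, emission 671 nm; Times: 30-min compound, 1-h challenge, 1-h detection, room temperature.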
Numbers without * were called inactive; · = not tested or not shown.

SMILES	NCOA1 inh	LMP1 NFkB inh	MC4R ag barr	ABHD5-PLIN5 inh	SRC2 inh	TLR9-MyD88 inh	SRC3 inh	NR5A2 inv ag	NOD2-RIPK2 inh	NR2F2 inh	MC4R antag cAMP
CCOc1ccccc1NC(C)C(=O)NC(=O)NC1CCCCC1 (configuration not stated)	-9	-1	-1.1	-5	20	5	20	-7	10	7	9
N=C1/C(=C\c2coc3ccccc3c2=O)C(=O)N=C2SC(c3ccncc3)=NN12	2	2	0.7	16	-12	4	-2	9	3	-10	-6
O=C1NCCCc2nonc21	18	4	0.9	-1	0	-5	5	-12	-14	0	17
O=C(CSc1ccc(-c2ccc(Br)cc2)nn1)N1CCOCC1	-42	-5	-2.5	-1	-53	4	5	-33	-6	3	-1
O=C(Nc1cc(Cl)ccc1-n1cncn1)c1cccs1	2	7	-4.2	-6	16	4	7	11	8	6	1
CCOc1ccc(Nc2nc3cc(S(=O)(=O)CC)ccc3o2)cc1	8	-6	-0.2	-2	-12	6	5	10	0	0	1
COc1ccc(NC(=O)C2CCN(S(=O)(=O)c3c(C)noc3C)CC2)cc1Cl	3	-3	-0.3	-6	-6	-6	-42	-8	-12	3	8
O=C(CSc1nnc(-c2cccc(Br)c2)o1)N1CCNC1=O	-63	-25	0.3	4	-43	-2	-60	-70	10	-47	2
CCSc1ncccc1-c1nc2ccccc2[nH]1	-32	-14	-1.4	-3	-49	4	-25	-25	5	-5	0
Cc1ccc(NC(=O)COC(=O)COc2cccc3c2OC(C)(C)C3)c(C)c1	8	3	-1.1	-7	18	-5	-12	-5	-1	-10	7
Cc1cc(NC(=O)CSc2nnnn2-c2cc(Cl)ccc2C)no1	-8	11	-0.2	1	-19	2	2	5	-4	-10	-2
Cc1cc(=O)oc2cc(NC(=O)C3COc4ccccc4O3)ccc12 (configuration not stated)	-27	-10	11*	-10	-31	-1	-33	-22	12	-7	13
CN(C)S(=O)(=O)c1ccc(C(=O)OCC2CCCO2)cc1 (configuration not stated)	11	0	-1.3	10	17	3	-6	10	-5	-2	-3
Cc1nc(-c2ccccc2)sc1C(=O)CSc1ccc(F)cc1	-5	-2	-0.3	-8	-25	-1	14	13	10	-3	6
CCS(=O)(=O)NCCCCc1ccccc1	5	2	-1.0	2	-18	1	-20	-8	-4	-1	1
CCOC(=O)C1C(=O)C=C(N2CCOCC2)CC1c1cccc(OC)c1 (configuration not stated)	8	-7	-2.6	5	-23	6	11	-1	-8	1	-2
CCOC(=O)C1CCCN(CC(=O)NC2CC2)C1 (configuration not stated)	1	-2	2.2	8	-5	-27	11	17	-7	2	-1
CNc1ccc(C(=O)OCC(=O)NCc2ccc3c(c2)OCO3)cc1[N+](=O)[O-]	-5	2	4.4	-8	-4	-10	10	9	5	5	-5
O=C(c1ccc(Br)o1)N(Cc1ccccc1)Cc1ccccc1	-4	-11	5.5	-9	-2	1	-49	-6	-1	-13	4
O=C(Nc1ccc2ccccc2c1)c1ccc2[nH]c(=O)c(=O)[nH]c2c1	2	-1	-0.2	7	-6	11	-16	16	3	-30	13
CN(CC(=O)Nc1ccccc1C(F)(F)F)C(=O)CCc1nc2ccccc2c(=O)[nH]1	8	5	-0.3	-4	2	4	-14	2	-2	14	3
Cc1csc(N=Cc2ccc([N+](=O)[O-])o2)n1	26	15	-1.1	-4	11	-7	28	32	-12	2	1
COCCCNC(=O)CCSc1ccc(Cl)cc1	-3	4	-0.3	-1	-14	14	6	15	-14	6	3
Cc1cc(=O)[nH]c(SCC(=O)Nc2ccc(C(=O)O)cc2)n1	14	1	1.7	-5	-40	-2	13	13	-5	19	10
CCc1nnc(NS(=O)(=O)c2ccc(NC(=O)c3ccc([N+](=O)[O-])s3)cc2)s1	-5	7	-1.6	-13	-8	-7	8	-9	-8	-1	0

(list continues)
SMILES	NCOA1 inh	LMP1 NFkB inh	MC4R ag barr	ABHD5-PLIN5 inh	SRC2 inh	TLR9-MyD88 inh	SRC3 inh	NR5A2 inv ag	NOD2-RIPK2 inh	NR2F2 inh	MC4R antag cAMP
CSc1nnc(CNS(=O)(=O)c2ccc(Br)cc2)n1C	10	0	-1.2	-2	-19	1	6	-8	-15	-8	8
COc1cccc(NC(=O)COC(=O)c2sccc2C)c1	-80	-27	-2.3	-2	-46	-9	-40	-67	10	-49	-3
O=[N+]([O-])c1ccc(OCCn2cncn2)cc1	11	1	-1.7	-10	1	1	-13	6	-14	0	-1
COc1ccc(OCCNc2cc(N3CCOCC3)ccc2[N+](=O)[O-])cc1	-13	-6	-1.3	5	-11	-4	2	9	4	-8	-6
COC(=O)COc1ccc(S(=O)(=O)NCCC2=CCCCC2)cc1	-47	3	-0.5	5	-2	-4	4	-3	-4	-5	21
Cn1nnnc1SCC(=O)Nc1c(Cl)cccc1Cl	-5	-3	-1.2	5	8	2	20	-2	-2	-14	3
CCOC(=O)c1c(NC(=O)CSc2nnc(-c3c[nH]c4ccccc34)n2C)sc2c1CCCC2	5	-15	1.9	-2	5	7	14	-1	-3	1	1
O=S(=O)(c1ccc2nnn(O)c2c1)N1CCCCC1	6	1	-1.9	3	-5	2	17	6	0	-5	6
CCc1cc(C(=O)NNC(=O)c2csc(N3CCOCC3)n2)sc1C	-4	-1	-2.7	-4	11	-4	-6	-4	-3	-13	5
O=C(CCc1nc2ccccc2c(=O)[nH]1)NNC(=O)COc1ccccc1Cl	-9	0	-2.9	-6	18	1	-4	-18	-6	-16	13
COc1ccc(OC)c(S(=O)(=O)N2CCN(c3c(C)cccc3C)CC2)c1	3	1	-0.2	0	-20	3	-1	14	1	-10	-2
C[C@H](NC(=O)OC(C)(C)C)C(=O)N/N=C/c1cccc2nccnc12	-1	1	-0.9	6	-18	4	7	10	-1	5	-5
Cc1cc(C)cc(-n2ncc3c2CCCC3NC(=O)c2cc(C)n(C)n2)c1 (configuration not stated)	3	1	-1.9	1	1	-9	-15	-8	1	8	9
CN1C(=O)C(=O)/C(=C(/O)c2ccc(Br)cc2)C1c1ccccc1F (configuration not stated)	11	4	0.3	5	-9	5	9	-5	-17	4	1
COc1ccc(S(=O)(=O)N(C)CC(=O)Nc2ccccc2SC)cc1	-5	4	-2.4	-4	6	-2	-4	15	-5	3	-4
COc1ccc(/C=N/NC(=O)c2cc(-c3ccccc3OC)nc3ccccc23)cc1COC(C)=O	-11	4	-1.8	3	-19	-8	-3	-12	-1	0	2
NC(=O)C1CCCc2c1n(Cc1ccccc1)c1ccccc21 (configuration not stated)	-15	·	-1.5	4	-13	-5	2	-2	-7	23	4
COc1ccc(NC(=O)C2CC(=O)N(c3ccc(C)cc3)C2)cc1S(=O)(=O)N1CCCCC1 (configuration not stated)	0	5	-0.4	0	13	-2	-9	14	-6	-10	1
CCNC(=O)C1CCCN(C(=O)c2ccc3ccccc3c2)CC1 (configuration not stated)	8	·	0.3	7	-4	·	-2	8	-9	6	-6
CC(C)(C)[C@H]1C=C(C(=O)N2CCOCC2)O[C@@H](OCc2ccc(CO)cc2)C1	-9	7	-1.9	3	-3	-5	10	-1	4	2	7
C[C@@H]1CN([C@@H](C)CO)C(=O)Cc2cc(NS(=O)(=O)c3cn(C)cn3)ccc2O[C@@H]1CN(C)C(=O)Nc1ccccc1	3	7	-0.2	9	-11	2	-1	-21	3	7	0
C=C1CCN([C@@H](CC(C)C)C(=O)NCc2ccco2)S(=O)(=O)c2ccccc21	6	-3	-0.9	4	-7	0	4	0	-7	0	-2
N#Cc1ccccc1Sc1ccccc1N	12	-7	0.4	0	·	6	5	15	-4	·	5
CC(=O)OCC1=C(C(=O)O)N2C(=O)C(NC(=O)c3ccc(COc4ccc(Cl)cc4)o3)C2SC1 (configuration not stated)	-22	-5	1.2	18	7	-7	4	10	1	5	2
Cc1ccc2nc(N3C(=O)C(O)=C(C(=O)c4ccco4)C3c3ccc(C)o3)sc2c1 (configuration not stated)	-65	-5	-0.3	-5	-46	5	-56	-75	-2	-26	0

(cont.)
SMILES	NCOA1 inh	LMP1 NFkB inh	MC4R ag barr	ABHD5-PLIN5 inh	SRC2 inh	TLR9-MyD88 inh	SRC3 inh	NR5A2 inv ag	NOD2-RIPK2 inh	NR2F2 inh	MC4R antag cAMP
CC(=O)c1cccc(NC(=O)Cn2cnc(S(=O)(=O)N3CCc4ccccc43)c2)c1	-24	8	0.1	7	-5	-13	-7	-6	2	-6	0
COCCN(C(=O)c1ccco1)c1nnc(-c2ccc(F)cc2)s1	-41	1	-0.2	2	-24	2	-31	-72	-3	-29	0
COc1ccc(OC)c(S(=O)(=O)NCCc2csc(-c3cccnc3)n2)c1	11	-3	0.5	0	28	-6	21	0	5	4	24
O=C(NCCc1cccs1)C1CC(c2ccccc2F)=NO1 (configuration not stated)	-32	-7	-1.8	-4	-35	-4	-30	-21	-10	-10	0
CN1C(c2ccc(F)cc2)=CS/C1=C(/C#N)c1nnc2n1-c1ccccc1SC2	-4	3	-1.1	5	-18	3	-11	6	-11	2	-1
COc1ccc(O)c(/C=N/NC(=S)NCCc2ccccc2)c1	-1	3	6.9	-4	-21	16	-16	0	26*	9	-9
CN(c1cccc(NC(=O)CN(c2cccc(Cl)c2)S(=O)(=O)c2ccc(Cl)cc2)c1)S(C)(=O)=O	6	-9	1.9	6	-2	13	10	10	1	-4	-5
COc1ccc(S(=O)(=O)NCC(c2cccnc2)N2CCN(c3ccccc3OC)CC2)cc1C (configuration not stated)	-12	0	1.1	4	9	-2	17	25	9	2	-1
Cc1cc(C)cc(NC(=O)C2CCN(S(=O)(=O)c3ccc4c(c3)NC(=O)C(C)S4)CC2)c1 (configuration not stated)	-13	2	-2.8	3	11	6	2	12	-13	11	2
O=c1c2ccccc2[nH]c(=S)n1CCCN1CCN(C2CCCCC2)CC1	10	0	2.5	4	-14	0	3	4	-14	4	-1

Three compounds drawn at random from those above, as already listed:
SMILES	NCOA1 inh	LMP1 NFkB inh	MC4R ag barr	ABHD5-PLIN5 inh	SRC2 inh	TLR9-MyD88 inh	SRC3 inh	NR5A2 inv ag	NOD2-RIPK2 inh	NR2F2 inh	MC4R antag cAMP
CN(c1cccc(NC(=O)CN(c2cccc(Cl)c2)S(=O)(=O)c2ccc(Cl)cc2)c1)S(C)(=O)=O	6	-9	1.9	6	-2	13	10	10	1	-4	-5
COc1ccc(O)c(/C=N/NC(=S)NCCc2ccccc2)c1	-1	3	6.9	-4	-21	16	-16	0	26*	9	-9
Cc1cc(C)cc(NC(=O)C2CCN(S(=O)(=O)c3ccc4c(c3)NC(=O)C(C)S4)CC2)c1 (configuration not stated)	-13	2	-2.8	3	11	6	2	12	-13	11	2

Only part of the results is shown; count on the stated rates, not on these rows.
